Assay outcomes (PubChem BioAssay)
TAG inh – inhibitors of triacylglycerol accumulation; inhibition, % at 12.5 µM; AID 651582; H9c2 cells, Nile Red lipid (TAG) fluorescence; cells loaded with 200 µM oleic acid; hit rate 0.66% among 230,000;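 active = pattern-corrected inhibition of lipid staining of at least 50% with the nuclear-stain viability signal not falling by more than 50%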;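 also: 0% = DMSO wells and 100% = triacsin C control wells; some results filed as inactive read as strong as hits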
TAG inh DAPI viability – also measured in TAG inh; calls as there; DAPI nuclei signal change (viability), lower = more cytotoxic, %;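 whole-well DAPI fluorescence read on a plate reader as a viability signal; minus 50 percent equals half of cells still viable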
The depositor's hits bear a star.

Fields – TAG inh	TAG inh DAPI viability
CCC(CC)C(=O)Nc1nnc(SCC(=O)NC(C)(C)C)s1
 : -15.4	13.2
Cc1cc(=O)oc(C)c1C(=O)OCC(=O)c1ccc(Br)cc1
 : 1.0	9.5
O=C(CN1CCc2ccccc21)NN1CC(=O)N(c2ccccc2)CC1=O
 : 9.9	-3.5
O=C(C1COc2ccccc2O1)N1CCCCC1 (centres undefined)
 : 6.1	0.9
COC(=O)C1CC(c2ccccc2)N(c2ccccc2)O1 (centres undefined)
 : 0.8	-2.2
Cc1cc(C(=O)COC(=O)c2cccn2C)c(C)n1Cc1ccco1
 : 16.2	-3.6
CN(c1ccc(OCC(=O)OCC(=O)Nc2cccc([N+](=O)[O-])c2)cc1)S(=O)(=O)c1ccc(F)cc1
 : -0.2	-13.0
C#CCOCCOCCOCCNc1nc(N2CCN(C(=O)C([C@@H](C)CC)n3cc(C(N)Cc4ccc(O)cc4)nn3)CC2)nc(N2CCN(C(=O)[C@H](CCC(=O)O)n3cc(C(N)[C@H](C)CC)nn3)CC2)n1 (some centres undefined)
 : 5.9	2.8
CCCCCCC1C(C#N)=C(N)OC2=C1C(=O)CCC2 (centres undefined)
 : 0.2	6.8
O=C(Nc1cccc(Cl)c1)Nc1cc(S(=O)(=O)N2CCCCC2)ccc1Cl
 : -22.8	3.7
CCOC(=O)NC(=S)Nc1cccc(C)n1
 : -2.2	11.7
O=C(NC(=O)c1c(F)cccc1F)O/N=C1\CCCc2occc21
 : 1.6	1.7
Cc1c(NC(=O)Nc2cccs2)cccc1[N+](=O)[O-]
 : -24.5	3.7
CCc1ccc(Nc2ncnc3nc[nH]c23)cc1
 : 5.2	1.1
CCCc1ncc(C[n+]2ccccc2C)c(N)n1
 : 4.0	-1.2

Grouped by structure, the compounds so far with a nitro group on carbon
Fields – TAG inh	TAG inh DAPI viability
CN(c1ccc(OCC(=O)OCC(=O)Nc2cccc([N+](=O)[O-])c2)cc1)S(=O)(=O)c1ccc(F)cc1
 : -0.2	-13.0
Cc1c(NC(=O)Nc2cccs2)cccc1[N+](=O)[O-]
 : -24.5	3.7

Next compounds follow:
Fields – TAG inh	TAG inh DAPI viability
CC1(C)Cc2cccc(OCC(=O)OCC(=O)NCc3ccccc3)c2O1
 : 3.4	1.3
CC(C)NC(=O)CC(=O)NN=C1CCCCC1
 : 7.1	-7.0
COc1ccc(OC2C(=O)N(c3cc(C)ccc3C)C2c2ccc(OC)c(OC)c2)cc1 (centres undefined)
 : -9.8	4.9
COC(=O)C1CCC(=O)N1C(c1ccc(OC)cc1)c1cc(OC)c(OC)c(OC)c1 (centres undefined)
 : 30.4	-17.6
CCOC(=O)CCCCCC(=O)Nc1ccc2c(c1)C(=O)N([C@H](C)CO)C[C@@H](C)[C@@H](CN(C)C(=O)CCC(F)(F)F)OCCCC[C@H](C)O2
 : -8.4	4.8
COc1cc(NC(=O)COC(=O)/C=C/c2ccccc2Cl)cc(OC)c1
 : -0.2	-4.8
CC1=C(C#N)C(c2cccnc2)C2=C(N1)c1ccccc1C2=O (centres undefined)
 : 29.4	-9.9
C=CCOC(=O)Nc1c(C(=O)OC)[nH]c2ccccc12
 : 7.9	9.7
CCOC(=O)C1(CCCc2ccccc2)CCN(C(=O)CCc2cnn(C)c2)CC1
 : -1.5	-3.7
CCc1cc([N+](=O)[O-])cc(CC)c1N
 : -3.2	4.1
O=C(Cn1cc(COc2cccc([N+](=O)[O-])c2)nn1)c1ccc(O)cc1
 : -10.0	6.2
COc1ccc(S(=O)(=O)Nc2ccc(Oc3ncccn3)c(Cl)c2)cc1
 : -6.7	3.2
COc1cc(OC)cc(C(=O)Nc2nnc(SCC(=O)NCc3ccco3)s2)c1
 : 18.7	7.4
Cc1cc(C(=O)Nc2cccc3c2O[C@@H](CN(C)S(=O)(=O)c2ccccc2)[C@H](C)CN([C@@H](C)CO)C3=O)n(C)n1
 : -4.8	-2.9
Cc1cccc(-n2cc(CNCCc3nc(C)cc(C)n3)c(-c3cccc(F)c3)n2)c1
 : 14.4	12.4
O=C(NCc1ccc(-n2cccc2)cc1)c1cccc(F)c1
 : -2.1	-11.4
O=S(=O)(c1ccccc1)N1CCN=C1SCc1c(F)cccc1Cl
 : -8.9	2.4
COc1cc(-c2nc3c[n+](CC(=O)c4ccccc4)ccc3n2C)cc(OC)c1OC
 : 3.8	14.8
O=C(CN(C(=O)CCC(=O)Nc1nccs1)c1ccc2c(c1)OCCO2)NCc1ccco1
 : 10.7	-1.9
O=C(Nc1ccc(Br)cc1)c1cccc(S(=O)(=O)Nc2ccccn2)c1
 : -16.1	10.5
COc1ccccc1N1CCN(C(=O)c2ccc(COc3cccc4c3OC(C)(C)C4)cc2)CC1
 : 0.0	-2.6
CN(C)c1cccc(C(=O)OCC(=O)NCC2CCCO2)c1 (centres undefined)
 : 5.1	-1.3
COc1cc(CNC2CCCC2)cc(Cl)c1OCc1ccc(F)cc1
 : -8.3	11.3
Cn1c(=O)n(CCCOc2ccc(Cl)cc2)c2ccccc21
 : -4.3	-5.0
Cc1ccc(CCNC(=O)c2nnn(-c3cc(C)cc(C)c3)c2N)cc1
 : 15.2	-3.0
COc1cc(C(=O)OCC(=O)NC2CCCCCC2)ccc1OCC(C)C
 : 3.3	-6.6
CCOC(=O)C1(CCOc2ccccc2)CCN(Cc2cccn2-c2ncccn2)CC1
 : -1.3	20.6
COc1ccc(S(=O)(=O)N2CCC(C(=O)NCc3ccccn3)CC2)cc1Cl
 : -7.5	-1.9
Cc1c(NS(=O)(=O)c2ccccc2)cc(Cl)c(O)c1C
 : -9.9	8.7
CCOc1cc(/C=N/NC(=O)CCn2nc(C)cc2C)ccc1O
 : 2.6	-10.0

Part of the list above, field by field:
canonical_smiles: O=C(CN(C(=O)CCC(=O)Nc1nccs1)c1ccc2c(c1)OCCO2)NCc1ccco1
  TAG inh: 10.7	TAG inh DAPI viability: -1.9
canonical_smiles: O=C(Nc1ccc(Br)cc1)c1cccc(S(=O)(=O)Nc2ccccn2)c1
  TAG inh: -16.1	TAG inh DAPI viability: 10.5
canonical_smiles: COc1ccccc1N1CCN(C(=O)c2ccc(COc3cccc4c3OC(C)(C)C4)cc2)CC1
  TAG inh: 0.0	TAG inh DAPI viability: -2.6
canonical_smiles: CN(C)c1cccc(C(=O)OCC(=O)NCC2CCCO2)c1 (centres undefined)
  TAG inh: 5.1	TAG inh DAPI viability: -1.3

(list continues)
Fields – TAG inh	TAG inh DAPI viability
CN(C)c1nc(NCc2ccccc2)nc(N/N=C/c2ccc(Cl)cc2Cl)n1
 : 21.2	4.6
CC(=O)c1cccc(OCC(=O)N2CCN(c3ccc(C(F)(F)F)cn3)CC2)c1
 : -1.3	-0.4
COc1ccc(S(=O)(=O)Nc2ccc3oc(C)c(C(C)=O)c3c2)cc1
 : -2.9	-11.3
CC1(C)CC(NC(=O)C(c2ccccc2)c2ccccc2)CC(C)(C)N1
 : 11.9	3.7
Cc1ccc(N2CC(c3nc4ccccc4n3C)CC2=O)cc1C (centres undefined)
 : 1.5	0.0
NC(=S)NN=Cc1nccc2ccccc12
 : 14.3	-12.8
CC(C)N(Cc1ccccc1)C(=O)COC(=O)CCC(=O)c1ccc(F)cc1
 : 0.5	4.1
COCCOC(=O)C1=C(C)OC(N)=C(C#N)C1c1cc2cccc(C)c2nc1Cl (centres undefined)
 : 5.3	0.6
CCN(CC(=O)Nc1c(F)cccc1F)C(=O)CCSc1ccc(C)cc1
 : 8.2	-1.7
Cc1cccc(N2CC(C(=O)Nc3ccccc3N3CCOCC3)CC2=O)c1C (centres undefined)
 : 9.7	-12.0
Cc1cc(C)n(-c2nncn2/N=C/c2ccccc2F)n1
 : 9.0	-6.3
O=C(CN1CCN(S(=O)(=O)c2ccc(F)cc2)CC1)NCc1cccs1
 : 2.0	3.2
CC1(C)CC(NC(=S)NCc2ccco2)CC(C)(C)N1
 : 10.3	0.0
CC(C)(C)C(=O)NC(=S)Nc1cc(C(=O)O)ccc1Cl
 : -9.2	-4.4
CCCC(c1nnnn1Cc1ccccc1)N1CCC(C(N)=O)CC1 (centres undefined)
 : -8.8	-0.1
O=C(OCC(=O)c1ccc[nH]1)C1=COCCO1
 : 1.7	5.2
COC(=O)c1ccccc1NC(=O)NCCc1ccc(OC)c(OC)c1
 : -8.4	11.1
Cc1ccc(C(=O)NCCCNC(=O)Cc2ccc(Cl)cc2)cn1
 : 4.4	2.8
Cc1ccc(CNC(=O)c2cnccn2)cc1
 : -1.1	10.8
COc1ccc2[nH]c(=O)c(CN(Cc3cccs3)C(=S)NCC3CCCO3)cc2c1 (centres undefined)
 : -1.7	6.4
Cc1cccc(CSc2nc3c(cc2C#N)CCC3)c1
 : -14.0	-2.1
COc1ccc(CCN(C)C(=O)C2CCN(Cc3cccc(OC)c3OC)CC2)cc1OC
 : -14.7	2.1
COc1ccc(C(N)c2csc(Nc3cc(Oc4ccccc4)ncn3)n2)cc1 (centres undefined)
 : 29.9	0.4
N#Cc1c(NC(=O)C2CC(c3ccccc3O)=NO2)sc2c1CCC2 (centres undefined)
 : 1.4	3.0
CC12CCC(C(=O)N3CCCCC3)([C@H](Br)C1=O)C2(C)C (some centres undefined)
 : -7.3	-5.6
CN(CC(=O)N1CCN(c2ccc(F)cc2)CC1)S(=O)(=O)c1ccc2c(c1)c(=O)n(C)c(=O)n2C
 : 3.4	-5.0
CCO[C@H]1OC(C(=O)O)=C[C@@H](c2ccccc2)[C@@H]1CCCO
 : -2.8	-1.6
CCCc1nc(-c2cc3ccccc3[nH]c2=O)no1
 : 10.2	6.8
CN(C)c1ccc(C2C3C(=O)NC(=O)C3ON2c2ccc(Cl)cc2)cc1 (centres undefined)
 : 13.8	-10.3
CC(C)Sc1nc2c(cnn2-c2ccccc2)c(=O)[nH]1
 : -6.7	6.4
O=C(COC(=O)c1cccc(S(=O)(=O)N2CCCCCC2)c1)Nc1ccccc1C(F)(F)F
 : 17.5	2.7
COC(=O)C1=C(C)N(Cc2ccccc2)C(=NCc2ccccc2)N[C@H]1c1cccc(F)c1
 : 91.8*	-7.9*
COC(C[C@@H]1O[C@@H]1[C@H](O)[C@@H](C)OCc1ccccc1)OC
 : 18.7	-5.1
Cc1ccc(NC(=O)C2COc3ccccc3O2)cc1C (centres undefined)
 : -5.4	-10.5
CC(=O)Nc1ccc(-c2ccnc3c2CC(C)(C(=O)NCCc2ccccc2)O3)cc1 (centres undefined)
 : 11.0	-2.9
O=C(c1cc(C2CCCCN2S(=O)(=O)c2cccs2)on1)N1CCOCC1 (centres undefined)
 : -0.2	3.7
COC(CNC(=O)CNC(=S)N(Cc1ccccc1)Cc1cccs1)OC
 : -8.4	-2.4
Cc1cccnc1NC(=S)NCCc1ccccc1
 : 9.1	-9.9
COC(=O)[C@@H]1C[C@@]2(O)[C@H](O)[C@H](O)[C@H](O)C[C@H]2N1Cc1ccc(C(F)(F)F)cc1
 : 3.2	-1.4
CCC(CO)Oc1cc(NC(=O)c2cccc(Cl)c2)c2ncn(C(C)C)c2c1 (centres undefined)
 : 22.8	6.0
CC(=O)N1CCCc2cc(S(=O)(=O)N(C)CCC#N)ccc21
 : -15.6	-6.7
CN(CC(=O)NNC(=O)Cc1ccccc1F)S(=O)(=O)c1ccc(Cl)cc1
 : 4.2	-0.4
CC(C)CC(=O)N1CCN(Cc2ccccc2Cl)CC1
 : -0.9	-6.6
COC(=O)C(C(=O)OC)C(C[N+](=O)[O-])c1ccc(OC)cc1 (centres undefined)
 : 16.6	0.3
Cc1nn(-c2ccccc2)c(N2CCCC2)c1C=O
 : -1.8	-6.1
C=C(C)C(=O)Nc1cccc(C2=NOC3(C2)C[C@@H](C(N)=O)N(C(=O)CC(c2ccccc2)c2ccccc2)C3)c1 (some centres undefined)
 : 9.2	-1.4
COc1ccc(/C=C2\SC(=S)N(CC(=O)OCC(=O)Nc3ccc(C)cc3Cl)C2=O)cc1
 : 7.9	2.9
O=C(Nc1nnc(-c2ccccc2)o1)c1cc(-c2cccs2)nc2ccccc12
 : 2.1	-9.8
Cc1ccsc1/C=C(\C#N)C(=O)NCCCN1CCOCC1
 : 1.5	5.4
Cn1c(=O)c2[nH]c(CSCc3ccccc3)nc2n(C)c1=O
 : -5.1	-8.3
O=C(O)c1ccc(NC2OC[C@@H](O)[C@H](O)[C@H]2O)cc1 (some centres undefined)
 : 0.8	3.6
CCOC(=O)c1ccc(NC(=S)NCc2ccc(S(N)(=O)=O)cc2)cc1
 : 10.8	-0.3
Cn1cc(SCC(=O)Nc2nccs2)c2ccccc21
 : 16.3	-4.4
O=C(NC1CCCC1)C(c1ccncc1)N(CC1CCCO1)C(=O)Cn1nnc(-c2cccs2)n1 (centres undefined)
 : -0.5	7.5
CCOC(=O)C(=O)/C(=C\N(C)C)c1onc(-c2c(Cl)cccc2Cl)c1C(=O)OC
 : -3.0	14.3
CCC(Sc1nccn1C)C(=O)Nc1ccc(Cl)cn1 (centres undefined)
 : 0.0	-14.3
Nc1cccc2c1C(=O)N(C(=O)c1ccco1)C2=O
 : 3.1	1.3
O=C(Nc1cccnc1)c1ccc(COc2ccccc2Cl)o1
 : -32.5	-5.5
O=C(CSc1nnc(SCc2ccc(Cl)cc2)s1)N/N=C/c1ccc(Cl)cc1Cl
 : -1.8	1.7
O=C(Nc1ccc(N2CCOCC2)cc1)C1CCN(S(=O)(=O)c2cccc(C(F)(F)F)c2)CC1
 : 25.5	-33.4

The list continues.
Fields – TAG inh	TAG inh DAPI viability
CCC(=O)Nc1cc(C)c(NC(=O)C23CC4CC(CC(C4)C2)C3)cn1
 : -1.6	8.5
CCCCN1C[C@H](C)[C@@H](CC(=O)Nc2ccccc2)C1=O
 : 0.5	-4.4
CC(NC(=O)COC(=O)c1ccc(S(=O)(=O)N2CCOCC2)cc1)c1ccccc1 (centres undefined)
 : 11.7	-11.3
Nc1nnc(SCc2ccc(Cl)cc2)s1
 : -1.8	-3.3
CC(C)(C)S(=O)(=O)/C(C#N)=C/c1sccc1C1OCCO1
 : -3.5	-3.8

These rows are one share of the data; count on the stated rates, not on these rows.
